From PubChem
GPR151 activ – activators of human GPR151, primary screen, cell-based, PathHunter beta-arrestin, luminescence | PathHunter beta-arrestin GPR151 cells | activation, % at 11.2 µM | 1% of 650,000 active | AID 1508602, 2020; in the data active means activation above about 4.9%;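 further: 0% = median of compound wells and 100% = cells with positive control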
Target sequence (Q8TDV0 whole entry, looked up): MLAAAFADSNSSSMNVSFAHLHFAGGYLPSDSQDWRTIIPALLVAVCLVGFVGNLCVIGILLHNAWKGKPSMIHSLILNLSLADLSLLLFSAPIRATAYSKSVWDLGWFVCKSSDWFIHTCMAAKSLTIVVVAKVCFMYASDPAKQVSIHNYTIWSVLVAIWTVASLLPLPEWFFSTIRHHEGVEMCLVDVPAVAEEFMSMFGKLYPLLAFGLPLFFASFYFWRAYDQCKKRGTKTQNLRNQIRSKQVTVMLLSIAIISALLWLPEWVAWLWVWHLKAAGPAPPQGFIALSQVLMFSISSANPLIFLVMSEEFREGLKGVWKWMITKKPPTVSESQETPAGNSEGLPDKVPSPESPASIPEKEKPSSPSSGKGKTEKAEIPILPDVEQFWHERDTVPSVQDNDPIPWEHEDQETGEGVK
FBW7 activator – FBW7 E3 ligase activators, primary screen, biochemical, AlphaScreen, human | 0.13% of 650,000 active | F-box/WD repeat-containing protein 7 (Homo sapiens), Q969H0 | normalized activity (activation), % at 26.1 µM | AlphaScreen FBW7–phospho-cyclin E peptide binding, activator screen; in the data active means normalized activity above about 1.9%;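 further: purified mutant Fbw7 with reduced substrate affinity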
MITF primary – MITF inhibitors, primary screen, biochemical, AlphaScreen, human; 0.91% of 650,000 active; Microphthalmia-associated transcription factor (Homo sapiens), O75030; AlphaScreen MITF homodimerization, bead proximity signal; inhibition, % at 2.6 µM; in the data active means inhibition above about 50%;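 further: 0% = vehicle wells with protein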
Target sequence (O75030 whole entry, looked up): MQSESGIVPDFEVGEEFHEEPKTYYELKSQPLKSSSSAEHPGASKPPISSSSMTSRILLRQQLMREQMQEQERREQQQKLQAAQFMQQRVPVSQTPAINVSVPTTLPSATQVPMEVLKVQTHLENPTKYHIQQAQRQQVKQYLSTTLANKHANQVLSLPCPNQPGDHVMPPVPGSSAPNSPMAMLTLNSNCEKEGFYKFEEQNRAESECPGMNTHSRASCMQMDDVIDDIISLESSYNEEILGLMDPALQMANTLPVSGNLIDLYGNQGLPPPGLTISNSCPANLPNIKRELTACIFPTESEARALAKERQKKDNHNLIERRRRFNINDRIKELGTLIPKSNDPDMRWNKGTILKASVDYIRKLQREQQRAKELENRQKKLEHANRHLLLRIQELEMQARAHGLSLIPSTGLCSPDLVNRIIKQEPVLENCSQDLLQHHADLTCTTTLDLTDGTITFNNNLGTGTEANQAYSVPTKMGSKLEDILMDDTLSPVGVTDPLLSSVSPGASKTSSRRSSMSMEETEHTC
TEAD-YAP block – TEAD-YAP interaction inhibition, primary screen, TEAD-YAP interaction inhibitor project, luminescence, HEK-TIYL cells; TEAD-Gal4/YAP UAS-luciferase luminescence; AID 1259422, 2018; 1.4% of 640,000 active; inhibition, % at 9.12 µM; in the data active means inhibition above about 32%;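 further: 0% = median of test compound wells and 100% = reference inhibitor wells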
Starred values were filed as active, the others as inactive; & = joins results of further samples; ! = a repeat was not active.

Results follow in this order: GPR151 activ | FBW7 activator | MITF primary | TEAD-YAP block
[1] CCOC(=O)c1c(C(F)(F)F)nc2n1CCN(C(=O)c1cn(C)nc1C)C2
  -0.5 | -0.2 | -9 | -2
[2] COC(=O)c1cc(S(=O)(=O)N2CCC(N3CCCCC3)CC2)c[nH]1
  2.6 | -0.1 | -4 | -7
[3] Cc1ccc2[nH]c3c(c2c1)C(C)(C)NC(C)(C)C3
  1.6 | 0.3 | 6 | 14
[4] COc1cc(/C=N/n2cnnc2)cc(Br)c1OCc1ccccc1F
  0.0 | 0.0 | -1 | -5
[5] COC(=O)CNC(=O)CCC(=O)NCC(=O)OC
  -1.2 | 0.1 | 21 | 3
[6] Cc1ccc(-c2nnc(-c3ccccc3)c(N3CCOCC3)n2)cc1
  0.1 | 0.0 | -4 | -9
[7] O=P(O)(Cc1ccccc1)c1ccccc1
  0.2 | 0.2 | 1 | -2
[8] CCOC(=O)N1CCN(C(=O)CCc2csc3nc(-c4ccccc4)cn23)CC1
  1.7 | 0.1 | 14 | 2
[9] Nc1cccc(-c2cncc(C(=O)Nc3ccc(N4CCOCC4)cc3)c2)c1
  -2.2 | -0.1 | 2 | -5
[10] COC1CCN(C(=O)c2ccc(OC3CCN(CCc4ccccc4)CC3)cc2)CC1
  1.0 | -0.1 | -10 | 3
[11] COC(=O)c1cc2ccccc2[nH]1
  0.3 | 0.0 | -2 | -7
[12] CCOC(=O)C1CCCN(Cc2c(F)cccc2Cl)C1 (configuration not stated)
  0.7 | -0.1 | 54* | 0
[13] Cc1ccc(C)c(C(=O)c2ccccc2C(=O)O)c1
  -0.3 | 0.2 | 9 | -3
[14] CCOC(=O)C(CC)n1nc(C)n2c(cc3sccc32)c1=O (configuration not stated)
  -1.0 | -0.2 | 8 | -5
[15] C=C(C)CNC(=S)Nc1ccccc1
  3.9&0.5 | 0.0&0.0 | 77*! | -11&-3
[16] CCOC(=O)C1=C(C)NC2=C(C(=O)CC(c3cccs3)C2)C1c1cccc(O)c1 (configuration not stated)
  0.2&-0.5 | 0.1&0.0 | -11&-21 | 8&17
[17] Cc1ccc2c(c1)CN(CCC(=O)NCc1nc3ccccc3s1)CC(C)O2 (configuration not stated)
  -1.7 | -0.3 | -12 | 16
[18] Cc1ccccc1-c1nnc(SCC(=O)c2ccccc2)o1
  -0.8 | 0.3 | 6 | -31
[19] CCOC(=O)c1c(C)oc2cc(Br)c(OCc3ccccc3C)cc12
  1.4 | 0.0 | -3 | 6
[20] COc1ccc(-c2ccc(=O)n(Cc3ccc([N+](=O)[O-])cc3)n2)cc1
  -0.7 | -0.2 | 2 | 5
[21] CCOC(=O)c1cc2c(=O)n3ccccc3nc2n(C(C)C)c1=NC(=O)c1cccc(Cl)c1
  0.6 | 0.1 | -8 | -7
[22] CCOC(=O)Cn1c(=O)oc2cc(S(=O)(=O)N(CC(C)C)CC(C)C)ccc21
  3.7 | 0.0 | 0 | 5
[23] CCCCOc1ccc(-c2[nH]ncc2Oc2ccccc2)c(O)c1
  1.1 | -0.2 | -5 | -3
[24] CC(C)C(NS(C)(=O)=O)c1nnc2n1CCN(Cc1ccnc3ccccc13)CC2 (configuration not stated)
  -0.7 | 0.0 | 4 | 0
[25] Cc1noc(/C=C/c2cccs2)c1S(=O)(=O)N1CCCC(C(=O)N2CCCC2)C1 (configuration not stated)
  0.1 | -0.5 | -2 | -6
[26] CCOC(=O)c1c(-c2ccc(OC)cc2)csc1NC1=NS(=O)(=O)c2ccccc21
  -1.8 | 0.0 | 1 | -3
[27] CCOC(=O)c1c(NC(=O)c2cc3nc(-c4ccccc4)cc(C(F)(F)F)n3n2)sc2c1CCC2
  3.5 | -0.1 | 5 | -4
[28] CCC(C)(C)NCC(=O)Nc1sc2c(c1C(N)=O)CCC2
  1.3 | 0.2 | -12 | -9
[29] CCOC(=O)c1cc2oc(C)cc2n1Cc1cc(OC)c(OC)c(OC)c1
  -1.0 | 0.0 | -15 | 12
[30] Cc1c(C(=O)Nc2ccccc2)sc2ncn(Cc3ccccc3F)c(=O)c12
  -0.6 | 0.5 | 15 | 6

Gathered by group, the compounds so far containing a Cl atom.
Results follow in this order: GPR151 activ | FBW7 activator | MITF primary | TEAD-YAP block
[12] CCOC(=O)C1CCCN(Cc2c(F)cccc2Cl)C1 (configuration not stated)
  0.7 | -0.1 | 54* | 0
[21] CCOC(=O)c1cc2c(=O)n3ccccc3nc2n(C(C)C)c1=NC(=O)c1cccc(Cl)c1
  0.6 | 0.1 | -8 | -7

(next part)
Results follow in this order: GPR151 activ | FBW7 activator | MITF primary | TEAD-YAP block
[31] O=C(O)C1CCCCC1C(=O)Nc1ccc2[nH]c(=S)sc2c1 (configuration not stated)
  0.1 | 0.2 | 8 | -6
[32] CC1CCc2c(sc(NC(=O)CN(C(=O)c3cccs3)C3CCCC3)c2C(N)=O)C1 (configuration not stated)
  -0.2 | 0.1 | 13 | 7
[33] CCN(CC)CC(=O)N1CCc2c([nH]c3ccccc23)C1c1cccc(C)n1 (configuration not stated)
  0.0 | -0.1 | 1 | -16
[34] COCC(C)NC(=O)c1sc2ncnc(NCc3ccco3)c2c1C (configuration not stated)
  0.0 | 0.0 | 9 | -11
[35] CCC(=O)NC(c1nnc2n1CCN(C1CCSCC1)CC2)C(C)C (configuration not stated)
  1.4 | 0.0 | 6 | 0
[36] Cc1nnc2sc(NC(=O)OCC(C)C)nn12
  -4.4 | 0.3 | 16 | -13
[37] O=C(NC1CCCCC1)/C(=C\c1ccc([N+](=O)[O-])cc1)NC(=O)c1ccccc1Br
  -0.2 | 0.0 | 3 | -4
[38] Fc1ccc(Nc2nc(NCCC3=CCCCC3)nc(N3CCOCC3)n2)cc1
  -1.0 | -0.1 | 4 | 1
[39] Cn1c(=O)oc2cc(S(=O)(=O)NCCCN3CCN(c4ccccc4F)CC3)ccc21
  0.2 | -0.1 | 0 | -5
[40] CCOC(=O)C1=NNC2(c3ccc(C)cc3)C(=O)N(c3ccccc3)C(=O)C12 (configuration not stated)
  -0.4 | 0.2 | 11 | 2
[41] CCCCOc1ccc(/C=C(\C#N)C(=O)NCc2cccs2)cc1
  0.7 | 0.1 | 1 | 15
[42] COc1cccc(N2C(=O)C3C4C=CC(CC4)C3C2=O)c1 (configuration not stated)
  -0.1 | 0.0 | 9 | 2
[43] CCC(Sc1nc2ccc(N3CCCCC3)cc2c(=O)n1Cc1ccccc1)C(=O)Nc1ccc2c(c1)OCO2 (configuration not stated)
  -0.9 | 0.0 | 0 | -8
[44] CCOC(=O)C1CCN(C(=O)c2cn(-c3ccc(C)c(C)c3)c(=O)c3ccccc23)CC1
  0.0 | 0.0 | -3 | 5
[45] CC(C)(C)c1ccc(N2C(=O)c3c(Cl)c(Cl)c(Cl)c(Cl)c3C2=O)c([N+](=O)[O-])c1
  0.3 | 0.0 | 16 | 2
[46] COc1ccc(-c2ccc(CCC(=O)O)n2-c2ccc(C(N)=O)cc2)cc1
  -1.2 | -0.1 | -5 | -3
[47] O=C(CSC1CCCCC1)Nc1ccc(F)cc1
  2.5 | -0.1 | -8 | -67
[48] COCCN(CCOC)C(=O)Cn1nc2c3ccccc3nc(C(C)(C)C)n2c1=O
  -0.3 | -0.1 | 0 | -6
[49] CCOC(=O)C1=C(N)OC2=C(C(=O)CC(c3ccccc3)C2)C1c1ccc(O)c(OC)c1 (configuration not stated)
  -0.5 | -0.1 | -6 | 7
[50] COc1ccc(C[C@@H]2NC(=O)[C@H]3CN(C(=O)Oc4ccc(Cl)cc4)CCN3C2=O)cc1
  -0.5 | 0.1 | -5 | 7
[51] CCc1nnc(NS(=O)(=O)c2ccc(NC(=O)C(C)(C)C)cc2)s1
  1.4 | 0.0 | 11 | 8
[52] Cn1c2ccccc2c2nnc(SCc3ccc(F)cc3Cl)nc21
  1.2 | -0.2 | -11 | -4
[53] Cc1nc2c(-c3ccccc3)c(C)nn2c(C)c1CC(=O)NC(C)(C)C
  -0.2 | 0.1 | -2 | 4
[54] COC(=O)c1ccccc1NC(=O)CSc1ncnc2c1oc1ccccc12
  0.1 | 0.3 | -11 | 8
[55] COc1ccc(CSc2nnnn2-c2cccc3ccccc23)cc1[N+](=O)[O-]
  0.7 | 0.3 | 3 | 1
[56] CC(=O)NC(CCS(C)(=O)=O)C(=O)Nc1cccc(C)c1 (configuration not stated)
  -0.6 | 0.1 | -1 | -3
[57] COc1cccc(-n2c(=O)c3c(n4c(SCC(N)=O)nnc24)-c2ccccc2CC32CCCCC2)c1
  -0.7 | -0.2 | -14 | 0
[58] Clc1ccc(-c2csc3ncnc(N4CCOCC4)c23)cc1
  -0.3 | -0.1 | -3 | -11
[59] C/C(=N\NC(=O)C1C2CCCCC21)c1ccc(Br)cc1 (configuration not stated)
  0.1 | -0.1 | 8 | -29
[60] CCNc1ccc(C(=O)OC(C(=O)NC(N)=O)C(C)C)cc1[N+](=O)[O-] (configuration not stated)
  0.5 | -0.1 | -1 | -2

Values in list order from above.
Compounds 36 to 41 in MITF primary, in turn: 16, 3, 4, 0, 11, 1
Compounds 36 to 41 in GPR151 activ, in turn: -4.4, -0.2, -1.0, 0.2, -0.4, 0.7

More results
61. O=[N+]([O-])c1ccc(Oc2cccc(C(F)(F)F)c2)c2ccncc12
62. Cc1nc(NC(=O)/C=C/c2ccccc2)sc1C(=O)NCCO
63. C=CCn1c(COc2ccc(C)cc2OCC)n[nH]c1=S
64. CC1CCN(c2ccc(C(=O)NC(C)(C)C)cc2[N+](=O)[O-])CC1
65. CCN(Cc1ccccc1)C(=O)CSc1nc2n[nH]c(C)c2c(=N)n1-c1cccc(C)c1
66. CCCOc1cccc(C(=O)Nc2nnn(CCC)n2)c1
67. COCCNc1nnc(-c2ccc([N+](=O)[O-])cc2)s1
68. CC1(C)c2ssc(=S)c2-c2ccccc2N1C(=O)CN1C(=O)c2cccc3cccc(c23)C1=O

assay / compound,61,62,63,64,65,66,67,68
GPR151 activ,0.3,-0.2,-0.2,2.5,-0.4,0.3,0.6,-1.4
FBW7 activator,-0.2,-0.2,0.0,-0.1,-0.1,-0.1,-0.4,0.1
MITF primary,-6,3,2,16,-1,7,-6,3
TEAD-YAP block,7,8,-6,-27,12,-35,-25,1

69. CCCn1c(-c2ccc(N)cc2)nc2ccccc21
70. Cc1ccc(C2CC(c3cccs3)=NN2C(=O)CSc2nnc(CNC(=O)c3ccccc3F)n2CCc2ccccc2)cc1 (configuration not stated)
71. COc1ccc(OC)c(C2SCCN2S(C)(=O)=O)c1 (configuration not stated)
72. COc1ccccc1CNC(=O)C1CCC(=O)N1C(C)C (configuration not stated)
73. O=C(N/N=C/c1ccc(O)cc1)c1cccnc1
74. COC(=O)c1ccccc1NC(=O)C1CC(c2cc(Cl)c(OC)cc2OC)=NO1 (configuration not stated)
75. CC(C)CN(CC(C)C)C(=O)CCS(=O)(=O)c1cc2c(cc1Cl)NC(=O)CO2
76. S=c1n(-c2ccccc2)nnn1C1c2ccccc2Oc2ccccc21

assay / compound,69,70,71,72,73,74,75,76
GPR151 activ,-8.0,-2.0,0.4,0.8,-6.7,-0.8,-1.0,-0.9
FBW7 activator,0.0,0.2,0.0,0.0,0.0,0.1,0.0,0.0
MITF primary,2,22,-7,-11,6,-12,-6,-11
TEAD-YAP block,35*,18,-5,1,5,-2,-9,-2

Pulled by structure from the entries so far, 3 records:
70. Cc1ccc(C2CC(c3cccs3)=NN2C(=O)CSc2nnc(CNC(=O)c3ccccc3F)n2CCc2ccccc2)cc1 (configuration not stated)
69. CCCn1c(-c2ccc(N)cc2)nc2ccccc21
73. O=C(N/N=C/c1ccc(O)cc1)c1cccnc1

assay / compound,70,69,73
GPR151 activ,-2.0,-8.0,-6.7
FBW7 activator,0.2,0.0,0.0
MITF primary,22,2,6
TEAD-YAP block,18,35*,5

(further entries)
77. CCOc1ccc(NC2=CC(=O)CC(c3ccc(Cl)cc3)C2)cc1 (configuration not stated)
78. CC(C)N(CCNc1nc(N2CCC(N3CCOCC3)CC2)nc2c1ncn2C(C)C)C(C)C
79. COc1ccccc1C1Nc2ccccc2NC2=C1C(=O)CCC2 (configuration not stated)
80. Cc1c(-c2csc(/C(C#N)=C/c3ccco3)n2)c(=O)n(-c2ccccc2)n1C
81. O=C(c1cccc(F)c1)N1CCN(S(=O)(=O)c2ccc([N+](=O)[O-])cc2)CC1
82. COc1cccc(CN(C)C2CCCCC2)c1OC
83. COc1cc(/C=N\NC(=O)OC(C)(C)C)ccc1OC(=O)c1ccc2c(c1)OCO2
84. CCOC(=O)C1=C(C)N=c2s/c(=C\c3cc(I)c(O)c(OCC)c3)c(=O)n2C1c1cccs1 (configuration not stated)
85. Cn1c(=O)c2c(nc3n(Cc4ccccn4)c(C45CC6CC(CC(C6)C4)C5)cn23)n(C)c1=O
86. COc1ccccc1NC(=O)CN(c1ccc(Cl)cc1Cl)S(=O)(=O)c1ccccc1
87. CCc1ccccc1NC(=O)CC1Sc2ccccc2NC1=O (configuration not stated)

assay / compound,77,78,79,80,81,82,83,84,85,86,87
GPR151 activ,0.2,-1.0,-0.6,-0.8,0.1,2.4,2.7,-0.3,-0.1,0.1,-0.2
FBW7 activator,0.1,0.1,-0.2,0.0,-0.1,-0.1,0.0,0.0,-0.1,0.0,0.1
MITF primary,13,-8,-3,-11,-15,0,2,-5,1,6,7
TEAD-YAP block,-12,-2,-9,-37,-3,1,-6,0,-10,2,2
